# Source: PubChem (National Center for Advancing Translational Sciences (NCATS))
# BLM helicase inh: blocks DNA unwinding by human BLM helicase. recombinant BLM DNA unwinding, fluorescence dequenching. Potency, µM (highest dose often 56.1 µM), without a hit: top-dose activity change, negative = inhibition, most hits filed as inhibitors. 0.2% of 350,000 active. AID 2528;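 note: potency is the fitted concentration of half-maximal effect; plate controls were vehicle for no effect and no enzyme for full effect; nearly all actives have a fitted effect of over 35% in size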
# Pol iota inh: inhibitors of human DNA polymerase iota | AID 588590 | Pol iota fluorescent replication assay, 10 min | 1% of 390,000 active | Q9UNA4 | Potency, µM (titrated, usually from 115 µM), inactives show top-dose activity, negative = inhibition, most hits filed as inhibitors; note: potency is the fitted concentration of half-maximal effect
#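 Pol iota at 10 nM preincubated 15 min with compounds at room temperature; reaction started with fluorescent substrate, 50 nM final. Fluorescence read kinetically at 0 and 10 min; buffer-only wells as negative control.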
# Anesthetic bind: binds horse apoferritin like a general anesthetic | 0.074% of 350,000 active | Potency, µM (series often up to 77.5 µM), without a hit: at the top dose activity change, negative = displacement, actives largely listed as inhibitors | apoferritin/1-aminoanthracene competitive binding, fluorescence | P02791; note: potency is the fitted concentration of half-maximal effect; % is set by controls: 0 for no effect and ±100 for the full control effect; nearly all actives have a fitted effect of over 20% in size
# Target sequence (P02791 2-175 limits assumed): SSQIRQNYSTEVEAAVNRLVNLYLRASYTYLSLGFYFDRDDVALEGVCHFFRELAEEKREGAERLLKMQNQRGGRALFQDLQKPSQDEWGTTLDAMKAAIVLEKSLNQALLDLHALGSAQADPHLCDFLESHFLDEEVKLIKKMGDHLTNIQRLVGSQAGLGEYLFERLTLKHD
#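 In PBS, apoferritin at 10 uM is loaded with 1-AMA from a 50% saturated solution. After 10 min of compound exposure at ambient temperature, reduced 535 nm fluorescence indicates probe displacement.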
# Pol beta inh: DNA polymerase beta (human) inhibition. P06746. Pol beta primer extension/strand displacement, fluorescence kinetic. Potency, µM (series often up to 114 µM), inactives show at the top dose activity change, negative = inhibition, actives largely listed as inhibitors. 1.3% of 340,000 active. AID 485314; note: potency is the fitted concentration of half-maximal effect; % is set by controls: 0 for no effect and ±100 for the full control effect
#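 Enzyme-only controls used 10 nM Pol beta; buffer lacking enzyme served as negative control. Compound preincubated 15 min, then 50 nM substrate added; 0 and 10 min reads at room temperature.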
# TRHR ag: agonists of human TRH receptor. P34981. TRHR cells, calcium flux fluo-8, FDSS agonist mode. activation, % at 2 µM. 0.18% of 360,000 active. AID 493084; in the data active = activation above about 30%; note: 0% is about no effect
# Target sequence (P34981 whole entry, looked up): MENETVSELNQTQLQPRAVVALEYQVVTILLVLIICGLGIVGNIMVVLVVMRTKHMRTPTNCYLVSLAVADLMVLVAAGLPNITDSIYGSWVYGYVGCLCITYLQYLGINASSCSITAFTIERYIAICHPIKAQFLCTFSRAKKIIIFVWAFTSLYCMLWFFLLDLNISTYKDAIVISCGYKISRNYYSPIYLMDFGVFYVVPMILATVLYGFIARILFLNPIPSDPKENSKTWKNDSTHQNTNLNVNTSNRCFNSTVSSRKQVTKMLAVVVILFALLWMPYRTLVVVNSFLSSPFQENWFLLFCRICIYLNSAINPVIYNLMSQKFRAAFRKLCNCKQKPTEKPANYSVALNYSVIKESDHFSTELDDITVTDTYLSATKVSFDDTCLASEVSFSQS
#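 In this calcium-flux screen, cells bearing human TRHR are dye-loaded with fluo-8, baselined for 10 cycles, then exposed to library compounds; positive kinetic calcium responses during the agonist phase mark hits, with TRH as control.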
# 12-LOX inh: inhibitors of human 12S-lipoxygenase ALOX12; Potency, µM (series often up to 108 µM), for the others: at the top dose activity change, negative = inhibition, usual class: inhibitors; AID 1671190; purified 12hLO, xylenol orange hydroperoxide absorbance; 1.1% of 580,000 active; note: potency is the fitted concentration of half-maximal effect; % is set by controls: 0 for no effect and ±100 for the full control effect
#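 Purified human 12hLO at 150 nM in 25 mM Hepes, 0.01% Triton X-100, pH 7.0, preincubated 15 min at room temperature with compound. Reaction started with 40 uM arachidonic acid, 30 min at room temperature. Hydroperoxide measured by Fe-xylenol orange, 573/405 nm absorbance ratio.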
# POLK inh: blocks human DNA polymerase kappa activity. Potency, µM (series often up to 107 µM), without a hit: at the highest dose activity, negative = inhibition, actives largely listed as inhibitors. purified Pol kappa, fluorescent DNA synthesis assay, 10 min. Q9UBT6. 0.53% of 400,000 active. AID 588579; note: potency is the fitted concentration of half-maximal effect; % is set by controls: 0 for no effect and ±100 for the full control effect
#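 Inhibition of 10 nM Pol kappa is measured by a fluorescent read-out at 0 and 10 min following addition of 50 nM substrate (final), with a 15-min room-temperature compound preincubation.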
# APE1 inh: APE1 (human) endonuclease inhibition; Potency, µM (highest dose often 65.8 µM), for the others: at the highest dose activity change, negative = inhibition, most hits filed as inhibitors; 0.35% of 350,000 active; recombinant APE1, TAMRA/BHQ-2 abasic DNA cleavage fluorescence; AID 2517;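 note: potency is the fitted concentration of half-maximal effect; plate controls were vehicle for no effect and reference inhibitor for full effect; nearly all actives have a fitted effect of over 55% in size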
#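 APE1 at 0.75 nM preincubated 15 min at room temperature with compound. Reaction then started with 50 nM double-stranded THF-abasic substrate labelled with TAMRA/BHQ-2, and 525/598 nm fluorescence read kinetically. Activity taken as third-minus-first read difference, normalized to DMSO and NSC13755 controls.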
# ERG Ets-DNA blk: inhibitors of human ERG Ets domain-DNA interaction; P11308; Potency, µM (top dose mostly 76.9 µM), for inactives: at the top dose FP activity, negative = inhibition, actives largely listed as inhibitors; fluorescence polarization, His-ERG Ets domain / labelled DNA; 0.028% of 370,000 active; AID 624246; active = well fitted inhibition curve with a large enough effect in the polarisation, with a control signal flat; inconclusive = small, poorly fitted or top-dose-only effect, or effect the other way, or a change in a side signal; inactive = no such curve, though single readings can be large or run the other way; the % refers to the polarisation;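 note: polarization taken with two DNA probes labelled with fluorescein and Texas red; potency is the fitted concentration of half-maximal effect; % of control where 0% means no effect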
# Target sequence (P11308 whole entry, looked up, the tested form may be a part): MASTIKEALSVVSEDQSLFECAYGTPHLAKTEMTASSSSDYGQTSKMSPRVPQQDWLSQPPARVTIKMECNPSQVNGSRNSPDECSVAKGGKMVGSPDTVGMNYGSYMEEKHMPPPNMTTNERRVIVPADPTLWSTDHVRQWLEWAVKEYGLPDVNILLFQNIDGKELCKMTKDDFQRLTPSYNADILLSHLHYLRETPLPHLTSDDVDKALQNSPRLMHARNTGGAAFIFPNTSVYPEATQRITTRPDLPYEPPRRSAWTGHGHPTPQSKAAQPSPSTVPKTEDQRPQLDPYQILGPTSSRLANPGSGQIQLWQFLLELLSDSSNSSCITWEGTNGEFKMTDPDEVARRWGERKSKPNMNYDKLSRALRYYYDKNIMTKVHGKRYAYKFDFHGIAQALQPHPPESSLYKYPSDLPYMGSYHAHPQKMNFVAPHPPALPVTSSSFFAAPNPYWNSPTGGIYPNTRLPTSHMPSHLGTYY
#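 His-tagged ERG Ets domain (1 uM in the protein solution; 300mM KCl, 50mM Tris-HCl, 1mM EDTA, 1mM DTT, pH 7.5) received compound, then a probe mix of 5 nM fluorescein-DNA and 100nM Texas-615-DNA. Fluorescence polarization was read for both dyes.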
# * marks the source's active call; other numbers are inactive results; ? = inconclusive; . = not tested or not shown; & = joins results of further samples; [ ] = remark or other dose. Unless noted, calls come from the whole dose curve; as a rule, active = well fitted curve in the direction sought with a large enough effect; inconclusive = small, poorly fitted or top-dose-only effect, or another doubt; inactive = no such curve, though single readings can be large; an effect the other way counts as inactive or inconclusive. A portion of the library; count on the stated rates, not on these rows.
mol	POLK inh	BLM helicase inh	TRHR ag	ERG Ets-DNA blk	12-LOX inh	Pol beta inh	Anesthetic bind	APE1 inh	Pol iota inh
CCN(CC(=O)NC1CC1)S(=O)(=O)c1ccc(OC)cc1	-13%	2%	1.0	-4%	0%	0%	-1%	-13%	7%
CCC(C)c1ccc(N(CC(=O)NC(C)(C)C)C(=O)CNC(=O)c2cccs2)cc1 (stereo not given)	-1%	1%	-1.5	-4%	-10%	8%	9%	-4%	30%[activator]
Cc1ccc(-n2nc(CO)c(C(=O)NCc3cccs3)n2)cc1C	-24%	0%	-1.7	0%	-9%	-8%	-3%	.	-5%
COc1ccc(N(CC(=O)NC2CCCCCC2)S(=O)(=O)c2ccc(C)cc2)cc1OC	-11%	-1%	1.0	6%	-23%	3%	-6%	-7%	15%
COC(=O)c1ccccc1NC(=O)c1nn(C)c2c1COc1ccccc1-2	-23%	-4%	0.6	-9%	-3%	-3%	2%	.	10%
C[C@H](CO)N1C[C@H](C)[C@@H](CN(C)S(=O)(=O)c2cccs2)Oc2c(NC(=O)c3ccncc3)cccc2C1=O	4%	.	.	-8%	?	.	.	15%	?
CCOc1ccccc1CNC(=O)C1Cc2cc(S(=O)(=O)N3CCCCC3)ccc2N1C(C)=O (stereo not given)	-14%	0%	-1.1	11%	-7%	11%	-22%	23%	?
CCOc1cc(C2C(C(=O)OCC(C)C)=C(C)N=C3SCCC(=O)N32)ccc1OC(C)=O (stereo not given)	-7%	-8%	-0.9	-1%	-24%	17%	?	-1%	6%

# Two entries from above, field by field:
structure: CCC(C)c1ccc(N(CC(=O)NC(C)(C)C)C(=O)CNC(=O)c2cccs2)cc1 (stereo not given)
  POLK inh: -1%; BLM helicase inh: 1%; TRHR ag: -1.5; ERG Ets-DNA blk: -4%; 12-LOX inh: -10%; Pol beta inh: 8%; Anesthetic bind: 9%; APE1 inh: -4%; Pol iota inh: 30%[activator]
structure: Cc1ccc(-n2nc(CO)c(C(=O)NCc3cccs3)n2)cc1C
  POLK inh: -24%; BLM helicase inh: 0%; TRHR ag: -1.7; ERG Ets-DNA blk: 0%; 12-LOX inh: -9%; Pol beta inh: -8%; Anesthetic bind: -3%; APE1 inh: .; Pol iota inh: -5%

# Following part
mol	POLK inh	BLM helicase inh	TRHR ag	ERG Ets-DNA blk	12-LOX inh	Pol beta inh	Anesthetic bind	APE1 inh	Pol iota inh
Cc1ccc(N(CC(=O)NC2CCCC2)C(=O)CCCC(=O)Nc2ccccn2)cc1C	1%	-1%	-1.9	9%	12%	8%	-16%	-3%	-3%
ONC(=Nc1ccccc1Cl)c1ccccc1Cl	-10%	-4%	1.4	10%	264%[activator]	-11%	4%	-1%	9%
CCn1c(O)c(N=NC(=S)NCC2CCCO2)c2ccccc21 (stereo not given)	-4%	1%	0.4	12%	-11%	-16%	?	-2%	15%
N#Cc1c(-c2ccccc2)cc(C2CC2)nc1SCC(=O)O	-10%	-1%	0.1	-3%	-16%	-3%	7%	-10%	-3%
COc1cc2nc(SCC(=O)c3ccc(Br)cc3)n3nc(C)nc3c2cc1OC	9%	-2%	-0.2	0%	-9%	-10%	-7%	-1%	14%
CCOC(=O)c1[nH]c2ccccc2c1NC(=O)CCN1CCN(C(=O)OCC)CC1	-14%	-1%	0.3	-2%	0%	1%	-6%	0%	2%
Cc1c(Cl)c(-c2n[nH]c(=S)n2-c2ccc(F)cc2)nn1C	-6%	0%	0.1	-4%	-27%	6%	-6%	20%	-9%
CCN(CC)C1=N/C(=C\c2ccco2)C(=O)N1c1ccccc1	-12%	0%	1.6	11%	-23%	-10%	-16%	1%	-26%
CCOc1ccc(CCNC(=O)c2nnc(Cc3ccc(F)cc3)o2)cc1OCC	1%	0%	-0.9	-3%	?	2%	-7%	2%	13%
c1ccc2c(Nc3ccc4c(c3)OCCO4)c3c(nc2c1)CCC3	-1%	4%	-1.4	-1%	-7%	16%	-14%	-1%	-6%
CC1CCCCC12NC(=O)N(CC(=O)Nc1sccc1C(N)=O)C2=O (stereo not given)	-3%	.	-0.1	-4%	14%	.	.	21%	?
Cc1cc(Cl)ccc1NC(=O)c1cc2ccccn2n1	-18%	-1%	0.2	-2%	-28%	-27%	2%	.	25%
Cc1ccc(CNC(=O)CCNC(=O)N2CCn3c2nc2ccccc23)cc1	-2%	2%	-0.6	-12%	3%	0%	2%	-2%	-1%
Cn1c(Oc2ccccc2NCc2cc(Br)ccc2O)cc(=O)n(C)c1=O	-3%	-1%	-1.2	-3%	4%	8%	-6%	1%	-5%
COc1ccc(Br)cc1CNC(=O)CCCn1c(=O)c2cccn2c2ccccc21	-3%	1%	0.3	4%	-25%	15%	-16%	.	6%
Cc1cc(C)nc(NS(=O)(=O)c2ccc(NC(=O)CCC(=O)O)cc2)n1	1%	.	.	5%	?	.	.	.	149%[activator]
CCOc1cc(N2CCOCC2)c(OCC)cc1NC(=O)c1ccc(-n2ccnc2)c([N+](=O)[O-])c1	-1%	-3%	-0.8	-3%	-15%	1%	-6%	19%	?
CCOC(=O)c1cccc(NC(=O)C2CCN(S(=O)(=O)c3ccc4c(c3)oc(=O)n4C)CC2)c1	-8%	-5%	-0.2	-8%	0%	1%	-2%	.	-6%
O=C(Nc1cccc2c1CCCC2)c1ccco1	-5%	-2%	-0.4	-5%	-15%	5%	?	-9%	-6%
COc1cccc(C(c2c(C)[nH]n(-c3ccccc3)c2=O)c2c(C)[nH]n(-c3ccccc3)c2=O)c1O	-19%	0%	0.1	?	?	26%	-10%	-2%	1µM*
Cc1cc(C)c(S(=O)(=O)N2CCN=C2c2ccccc2)cc1C	-5%	-2%	1.1	-8%	-5%	3%	?	-1%	4%
Cc1ccc(N2C(=O)N(CC(=O)N3c4ccccc4CC3C)C(=O)C2C)cc1 (stereo not given)	0%	.	0.0	2%	-21%	.	.	24%	33%[activator]
COc1ccc(S(=O)(=O)N2CCOCC2)cc1C(=O)Nc1nc2ccccc2s1	-2%	-1%	1.0	.	16%	-2%	-2%	-5%	-1%
Cc1ccc(C(=O)Nc2ccccc2C(=O)NC(CC(=O)O)C(=O)O)cc1 (stereo not given)	2%	-1%	0.3	.	15%	21%	-5%	1%	20%
COc1ccc(NC(=O)N2CC3(CCNCC3)C2)cc1	-4%[60.1 µM]	4%	.	.	0%[57.4 µM]	.	.	16%	.
Cc1n[nH]c(C)c1S(=O)(=O)N(CC(=O)Nc1ccc2c(c1)OCCO2)c1ccc(C(C)C)cc1	-2%	-8%	0.0	-1%	0%	5%	-10%	?	11%
CC(c1ccccc1)n1cc2c(c1-c1ccccc1Br)c(=O)n(C)c(=O)n2C (stereo not given)	-3%	-5%	-1.9	9%	?	27%	-8%	.	13%
Cc1ccc(S(=O)(=O)NC(=O)NCC2CCN(S(=O)(=O)c3ccccc3)CC2)cc1	10%	-4%	0.6	4%	3%	2%	9%	1%	17%
CCN(CC(=O)Nc1ccc(NC(C)=O)cc1)C(=O)Cc1ccc(S(=O)(=O)N2CCOCC2)s1	-16%	.	-0.1	1%	13%	.	.	11%	2%
Cc1cc(C)cc(OCC(=O)OCC(=O)N2CCc3ccccc32)c1	-15%	.	0.2	-5%	5%	.	.	-11%	46%[activator]
CCOc1ccc(-c2nc(-c3ccccc3)c(-c3ccccc3)[nH]2)cc1OCC	0%	-2%	-0.1	2%	-12%	1%	59%[activator]	.	-18%
COc1cc(OC)cc(C(=O)NCC(=O)OCC(=O)C(C)(C)C)c1	3%	-1%	0.8	7%	-3%	28%	-5%	17%	26%
O=C(NCCc1ccc(F)cc1)C(=O)NCC(c1ccco1)S(=O)(=O)c1ccccc1 (stereo not given)	-3%[60.1 µM]	2%	0.5	1%	-29%	1%	-7%	.	10%
C=CCSc1nc(N)c(C#N)c(-c2ccc(C)cc2)c1C#N	-10%	-9%	0.2	6%	27%	19%	-4%	2%	13%
COc1ccc(NC(=O)CSc2nc(N)c(C(=O)Nc3ccc(N(C)C)cc3)s2)cc1	-13%	-5%	0.1	-3%	.	-28%	-15%	-2%	2%
CCOC(=O)c1noc2ncnc(N3CCN(c4cccc(Cl)c4)CC3)c12	0%	-4%	0.4	-3%	-26%	-29%	-12%	.	9%
COc1cccc(C(=O)NC(=O)Nc2ccc(-c3cc(C(F)(F)F)nn3-c3ccccc3)cc2)c1	-2%	-2%	1.6	0%	-6%	32%[activator]	1%	.	-6%
COc1cc(C(=O)Oc2cccnc2)cc(OC)c1OC	0%	-4%	0.0	-3%	-1%	0%	-5%	32%	10%
FC(F)(F)c1ccc(C2[C@H]3CN(Cc4ccc(-c5ccccc5)cc4)[C@H](c4ccccc4)C34CC2(c2ccccc2)C4)cc1 (stereo not given in full)	-7%	-2%&-3%	0.3	-8%	-6%	-15%	-2%&-16%	0%&2%	15%
Cn1nnnc1SCC1=C(C(=O)O)N2C(=O)C(NC(=O)C3CC3c3ccccc3)C2SC1 (stereo not given)	?	2%	-0.3	3%	-34%	32µM*	0%	-18%	14µM*
COc1cc(/C=C2/C(=O)N(c3ccc(C(=O)O)cc3)N=C2C)cc(OC)c1O	-21%	-1%	-0.2	21%	76%[activator]	13%	-10%	-2%	1.6µM*
Cc1nn(Cc2ccccc2)c(C)c1/C=N/NC(=O)CNc1cccc(C(F)(F)F)c1	-13%	-1%	0.7	3%	4%	-1%	-9%	5%	-9%
CCOc1ccc(CCNC(=O)c2nnn(CC(=O)Nc3ccc(OC)cc3)c2N)cc1OCC	-5%	-5%	0.1	-2%	-9%	16%	-7%	-3%	25%
CCCN1CCC(N(CCc2ccccc2)Cc2ccccc2)CC1	-5%	0%	0.1	-8%	?	35%	-7%	9%	4%
Cc1ccc(CNC(=O)C2CCCN(c3nn4c(=O)cc(C)nc4s3)C2)cc1 (stereo not given)	-1%	1%	0.1	3%	4%	30%	-6%	22%	45%[activator]
